NRP1-CendR mod – modulators of CendR peptide binding to NRP-1, primary screen, biochemical, fluorescence polarization, uHTS | Neuropilin-1 (Homo sapiens), O14786 | FAM-RPARPAR peptide binding to NRP-1 | inhibition, % at 25 µM | actives 0.85% (n = 360,000) | AID 602438, 2012;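 active means inhibition or corrected inhibition above about 18%, plus a signal ratio from 0.5 to 1.5, limit read from the data, passing the limit was not always enough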; further: strong numbers were not always called active
SUMO1 PPI mod – modulators of SUMO1 protein-protein interactions, primary screen, biochemical, uHTS. Small ubiquitin-related modifier 1 (Homo sapiens), P63165. SUMO1 binding to a labelled peptide, TR-FRET, 1 h. inhibition, % at 20 µM. actives 0.33% (n = 360,000). AID 602429, 2012; in the data active means inhibition above about 37%
Target sequence (P63165 whole entry, looked up): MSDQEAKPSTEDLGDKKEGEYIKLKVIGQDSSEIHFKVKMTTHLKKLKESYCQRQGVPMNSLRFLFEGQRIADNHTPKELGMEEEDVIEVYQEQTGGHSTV
MT1-MMP act inh – blockers of MT1-MMP proenzyme processing, primary screen, HT1080 RFP-PRO-GFP cells, GFP/RFP fluorescence; Matrix metalloproteinase-14 (Homo sapiens), P50281; GFP/RFP ratio fluorescence, overnight; percent of plate control window, DMSO zero; GFP/RFP ratio change, % at 20 µM; actives 0.061% (n = 360,000); AID 651647, 2012;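 active means GFP/RFP ratio change of at least 30% with cell ATP level not reduced by more than half and red fluorescence within 50% of control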; further: strong numbers were not always called active
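Test system: HT1080 cells expressing an RFP-PRO-GFP fluorescent reporter construct / Compound dosing: single-point 20 µM compound, 1% DMSO / Schedule: cells overnight before dosing, compound overnight, 37 °C, 5% CO2 / Evaluation: GFP/RFP fluorescence ratio / Control set: DMSO and RFP-L50D-GFP cell wells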
LMPTP block – LMPTP phosphatase inhibitors, primary screen, biochemical, fluorescence intensity, uHTS. inhibition, % at 20 µM. actives 0.22% (n = 360,000). Low molecular weight phosphotyrosine protein phosphatase (Homo sapiens), P24666. AID 651560, 2012. recombinant LMPTP-A, OMFP fluorogenic substrate;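 active means compounds that cut the enzyme signal by at least half of the control window in the single-dose screen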;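 further: plate controls were DMSO wells with enzyme plus substrate for no effect and substrate without enzyme for full effect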
Target sequence (P24666 whole entry, looked up): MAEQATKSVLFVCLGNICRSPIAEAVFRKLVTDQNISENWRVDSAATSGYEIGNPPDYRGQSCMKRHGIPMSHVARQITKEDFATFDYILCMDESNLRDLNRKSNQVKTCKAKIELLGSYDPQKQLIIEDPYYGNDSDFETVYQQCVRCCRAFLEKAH
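Test system: LMPTP-A phosphatase enzyme. Amount: LMPTP-A at 0.625 nM final in the reaction. Reagent: OMFP substrate, 400 µM final. Times: 50 min at room temperature. Signal: endpoint fluorescence intensity from OMFP dephosphorylation. Read-out basis: % inhibition. Benchmarks: no-enzyme and uninhibited controls.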
SKN-1 inh – suppressors of acrylamide-induced Pgst-4::GFP reporter in worms, primary screen, SKN-1 inhibitor project, whole organism, uHTS, GFP/RFP fluorescence ratio, strain VP596 | C. elegans VP596 Pgst-4::GFP/RFP ratio, 24 h | inhibition, % at 21.8 µM | actives 0.49% (n = 360,000);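 active means interference check ratio from 0.5 to 1.5 plus GFP to RFP signal ratio inhibition reaching or exceeding a fixed threshold, cut at about 30% in these data, passing the limit was not always enough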; further: some compounds called inactive have numbers as strong as hits
DNMT1 block – human DNMT1 methyltransferase inhibitors, primary screen, biochemical, molecular beacon, fluorescence, HinP1I cleavage, uHTS. actives 0.83% (n = 360,000). inhibition (reported as % activation of signal), % at 10 µM. AID 588458, 2011; in the data active means inhibition above about 50%
Rpn11 inh – Rpn11 (PSMD14) deubiquitinase inhibitors, primary screen, biochemical, fluorescence polarization, uHTS. 26S proteasome non-ATPase regulatory subunit 14 (Homo sapiens), O00487. human 26S proteasome, Ub4-pepOG fluorescence polarization; 20S core pre-blocked with epoxomicin. calls only at 20 µM. actives 0.59% (n = 360,000);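 active means inhibition at 20 µM, scaled to each plate's controls, above about 33%, limit read from the data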
Target sequence (O00487 whole entry, looked up): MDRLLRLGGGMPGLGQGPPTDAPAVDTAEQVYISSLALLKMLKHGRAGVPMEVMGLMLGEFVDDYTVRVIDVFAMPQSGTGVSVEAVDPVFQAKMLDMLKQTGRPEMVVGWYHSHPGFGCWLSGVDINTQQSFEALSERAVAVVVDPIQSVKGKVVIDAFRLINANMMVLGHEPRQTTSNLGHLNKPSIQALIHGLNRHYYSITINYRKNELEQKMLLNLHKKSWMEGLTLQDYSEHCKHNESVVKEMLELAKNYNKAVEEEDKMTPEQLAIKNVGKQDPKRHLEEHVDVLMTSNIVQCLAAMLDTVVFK
Scp1 inh – Scp-1 phosphatase inhibitors, primary screen, biochemical, colorimetric, uHTS | Carboxy-terminal domain RNA polymerase II polypeptide A small phosphatase 1 (Homo … | Recombinant Scp1, phosphopeptide, malachite green phosphate absorbance | inhibition, % at 20 µM | actives 0.88% (n = 340,000) | AID 493091, 2011;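 active means inhibition above about 50% at 20 µM, limit read from the data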;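 further: plate controls were DMSO wells with enzyme for no effect and wells lacking enzyme for full effect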
Target sequence (Q9GZU7 76-261 limits assumed): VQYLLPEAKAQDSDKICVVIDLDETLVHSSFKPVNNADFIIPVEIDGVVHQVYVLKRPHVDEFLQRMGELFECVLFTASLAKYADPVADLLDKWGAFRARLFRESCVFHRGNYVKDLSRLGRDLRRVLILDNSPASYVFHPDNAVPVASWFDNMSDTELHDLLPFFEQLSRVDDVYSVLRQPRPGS
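Test system – truncated SCP-1 phosphatase (76-261aa) · Reagent – Phosphorylated 17-residue peptide substrate · Incubation – 45 min room-temperature reaction, 5 min colour, 30 min stabiliser · Detection – colorimetric phosphate reagent with accelerator and stabiliser, absorbance at 630 nm · Measure – % inhibition at 20 µM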
NadD inh – inhibitors of S. aureus NadD, primary screen, biochemical, colorimetric, uHTS; inhibition, % at 20 µM; Nicotinate-nucleotide adenylyltransferase NadD (Staphylococcus aureus N315); AID 602399, 2012; actives 0.78% (n = 360,000); purified NadD enzyme, colorimetric absorbance read-out; in the data active means inhibition above about 26%; further: some compounds past the cut are filed as inactive
STEP inh – STEP phosphatase inhibitors, primary screen, biochemical, fluorescence intensity, uHTS | recombinant STEP, OMFP fluorogenic substrate | actives 0.25% (n = 360,000) | Tyrosine-protein phosphatase non-receptor type 5 (Homo sapiens), P54829 | inhibition, % at 20 µM | AID 588621, 2011;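 active means inhibition at 20 µM, scaled per plate between control wells, above about 37%, limit read from the data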;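 further: 0% = DMSO with enzyme and substrate and 100% = substrate only without enzyme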
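Measure: Control-normalized % inhibition with plate pattern correction | Test system: STEP phosphatase, cell-free reaction | Medium: pH 6.0 Bis-Tris with DTT and Tween 20 | Technique: Fluorescence, 480/540 nm | Times: Reaction 20 min, ambient temperature | Doses: Single compound dose of 20 µM, 1% DMSO final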
Starred values were filed as active, the others as inactive; i = inactive; / = not tested or not shown.

cpd	smiles	NRP1-CendR mod	SUMO1 PPI mod	MT1-MMP act inh	LMPTP block	SKN-1 inh	DNMT1 block	Rpn11 inh	Scp1 inh	NadD inh	STEP inh
1	C=CCc1ccc(OCc2ccc(C(=O)OC)o2)c(OC)c1	-1	0	0	2.8	-5	0	i	-8	-11	1
2	CCOC(=O)c1[nH]c2ccc(C)cc2c1N=CN(CC)CC	3	-4	0	0.6	25	-1	i	-8	1	-4
3	COc1ccc(C(=O)Cn2c(NCCCO)nc3ccccc32)cc1	2	4	0	12	15	2	i	/	-4	-3
4	CNc1cnc(-c2ccc(C(=O)N3CCOCC3)cc2)cn1	5	-25	1	0.0	-4	0	i	/	-3	2
5	CCCC(=O)Nc1cc(C)c(NC(=O)c2ccccn2)cn1	-9	-3	7	0.2	-18	6	i	2	-4	0
6	CCN(CC(=O)Nc1ccccc1C(F)(F)F)C(=O)c1ccccc1OCc1ccc(F)cc1	-1	-39	0	-9.3	11	-3	i	-6	1	-1
7	CC(=O)c1sc(N/N=C\c2c(O)ccc3ccccc23)nc1C	-229	-6	-90	-0.3	12	-29	/	-8	20	36
8	CCCCCOC(=O)c1ccc(N2C(=O)C3C4C=CC(C4)C3C2=O)cc1 (stereo not drawn)	-2	0	5	0.4	5	-3	i	-4	-8	0
9	COc1cnc(-c2cccc(C(F)(F)F)c2)nc1OC	2	-1	3	0.1	-2	-8	i	3	-8	-1
10	CCNC(=O)COC(=O)/C=C/c1cccs1	6	-10	0	-0.7	-3	14	i	5	5	0
11	Cc1ccc(SCc2c(C(=O)N/N=C/c3cccs3)nnn2-c2nonc2N)cc1	-10	-2	-2	0.2	10	6	i	/	3	3
12	C=CCNC(=S)NNC(=O)c1cccn(Cc2cccc(Cl)c2)c1=O	4	1	4	-1.7	-20	0	i	-9	-3	-1
13	CCc1ccc2cc(C)cc(C)c2n1	6	2	1	0.0	-2	3	i	/	-2	-1
14	Cc1cc(NS(=O)(=O)c2ccccc2)c(C)c(Cl)c1O	-11	-2	-6	-2.3	-4	2	i	-21	-5	-2
15	CC(NC(=O)Cc1cccs1)C(c1cccs1)N1CCN(c2ccccc2F)CC1 (stereo not drawn)	5	-3	-3	-0.2	8	-4	i	-2	-4	1
16	O=C(O)/C=C/c1cn(Cc2ccccc2)nc1-c1ccccc1	8	2	2	0.1	8	0	i	0	-6	1
17	Cc1ccccc1Nc1ccc([N+](=O)[O-])cn1	-12	-26	0	0.6	23	11	i	4	-4	-2
18	CC(C)CSc1nnc2[nH]c(=O)cc(N)n12	-1	2	0	-0.9	-1	2	i	-2	1	-2
19	O=C(N1CCOCC1)N1CCOCC1	-10	-1	1	-1.9	6	-1	i	-7	-4	-3
20	CN(C)/C=C/C(=O)c1ccc(Cl)c([N+](=O)[O-])c1	10	-25	4	0.7	7	1	i	-2	-2	0
21	O=C(O)/C(=C\c1ccc(-c2ccccc2[N+](=O)[O-])o1)c1ccccc1	-26	-11	-4	0.0	-10	-12	i	-10	1	2
22	COC(=O)C1=C(C)N(CC(C)C)C(=O)C1	11	-1	-3	-0.9	4	0	i	-4	-1	-2
23	c1ccc2c(c1)OCC(c1nnc3n1-c1ccccc1SC3)O2 (stereo not drawn)	45*	3	3	-0.1	8	0	i	-8	1	-2
24	O=C(Nc1ccc(Br)cn1)c1ccc2ccccc2c1	3	-6	2	2.3	16	-2	i	-1	-10	-1
25	O=C(CSc1nnc(COc2ccccc2)n1-c1ccccc1)c1cccs1	-1	-4	-3	0.8	5	-4	i	6	9	0

A second format for 2 compounds above.
(3) COc1ccc(C(=O)Cn2c(NCCCO)nc3ccccc32)cc1
(4) CNc1cnc(-c2ccc(C(=O)N3CCOCC3)cc2)cn1
entry no.	3	4
NRP1-CendR mod	2	5
SUMO1 PPI mod	4	-25
MT1-MMP act inh	0	1
LMPTP block	12	0.0
SKN-1 inh	15	-4
DNMT1 block	2	0
Rpn11 inh	i	i
Scp1 inh	/	/
NadD inh	-4	-3
STEP inh	-3	2

Further structures
cpd	smiles	NRP1-CendR mod	SUMO1 PPI mod	MT1-MMP act inh	LMPTP block	SKN-1 inh	DNMT1 block	Rpn11 inh	Scp1 inh	NadD inh	STEP inh
26	COCCn1c(SCC(=O)N2CCCC2)nc2c([nH]c3ccccc32)c1=O	-13	1	0	2.0	-1	1	i	-2	-2	2
27	CCN(CC)C(=O)c1[nH]cnc1C(=O)NCCCCCNC(=O)OC(C)(C)C	2	4	-6	-1.4	1	3	i	-2	-6	-4
28	CCOC(CNC(=O)c1[nH]c(C(F)(F)F)nc1-c1ccccc1)OCC	-4	7	-1	-1.5	-1	0	i	/	0	1
29	Cc1cc(C(=O)COc2ccccc2[N+](=O)[O-])c(C)n1C1CC1	2	-6	3	0.9	18	-8	i	-10	3	1
30	COc1ccccc1NC(=O)CSCc1cc(=O)n2ccsc2n1	-10	-1	0	-0.6	-9	1	i	-6	3	1
31	CCS(=O)(=O)N1Cc2ccccc2CC1C(=O)Nc1nnc(SCc2c(Cl)cccc2Cl)s1 (stereo not drawn)	-8	5	2	1.7	4	-6	i	-14	25	1
32	CC(=O)c1cc(C)ccc1OC(=O)c1cccc2nc(C)oc12	9	0	4	-0.8	19	0	i	-5	4	-1
33	Cn1c(=O)c2c(-c3ccccc3)n(C3CCCCC3)cc2n(C)c1=O	-7	11	-8	0.6	-7	-1	i	-10	2	3
34	CC(=O)Nc1ccc(-c2ccnc3c2CC(C)(C(=O)NCc2cccc(Cl)c2)O3)cc1 (stereo not drawn)	-3	-4	0	0.0	-15	-4	i	/	-2	-1
35	Cc1nc2sc(C(c3cccc(F)c3)N3CCN(C(=O)c4ccco4)CC3)c(O)n2n1 (stereo not drawn)	-5	-4	7	-0.3	2	-3	i	0	10	-5
36	COC(=O)CC1Sc2ccccc2NC1=O (stereo not drawn)	0	4	6	-0.2	-26	8	i	3	1	-4
37	COCCCNC(NC(=O)c1ccc(C)cc1)C(Cl)(Cl)Cl (stereo not drawn)	7	-1	0	-1.0	-6	3	i	-2	-4	-6
38	CCOCc1c(C(=O)Nc2ccc(OC)nc2)oc2ccccc12	-2	14	1	-1.3	14	-3	i	-1	3	1
39	O=C(O)c1cc(S(=O)(=O)Nc2cccc(S(=O)(=O)N3CCCC3)c2)ccc1Cl	-6	11	-2	1.0	9	-1	i	2	-6	0
40	CCN(Cc1cnn(C)c1)C(=O)c1ccc(OC2CCN(S(=O)(=O)N(C)C)CC2)cc1	-10	4	3	-0.3	8	-1	i	4	-6	0
41	CC(C)(C)c1cc(NC(=O)Nc2ccccc2OC(F)(F)F)no1	11	-4	1	4.4	8	-1	i	-11	-4	-1
42	CC(O)CN1CC(O)=C(c2nc3ccccc3s2)C1=N (stereo not drawn)	9	-2	0	-1.9	3	0	i	-7	2	-6
43	CN(C)C(=O)CSc1nnc(-c2cc(-c3cccs3)nc3ccccc23)o1	7	-13	0	0.4	3	16	i	-4	-10	2
44	CC1CCCCN1CCCNC(=O)c1nn(C)c2c1CSc1ccccc1-2 (stereo not drawn)	6	5	-9	4.7	13	-2	i	0	-3	4
45	Cc1cc(NC(=O)c2sc(Nc3ccc(F)cc3)nc2N)no1	-10	3	2	-0.1	6	-10	i	-7	-2	9
46	CC1=NNC(=O)C1CCC(=O)N/N=C\c1ccccc1[N+](=O)[O-] (stereo not drawn)	2	-20	-7	-1.3	11	3	i	-4	2	-5
47	O=C(c1ccc(Cn2cc([N+](=O)[O-])cn2)o1)N1CCCC1	13	-12	0	0.3	11	1	i	-6	-3	-2
48	CC1CC(C)CN(S(=O)(=O)c2ccc(C(=O)N(C)Cc3ccccc3)cc2)C1 (stereo not drawn)	-1	4	-2	1.0	4	-1	i	-4	-4	-4
49	Cc1cc(C)nc(NNC(=O)NC2CCCCC2)n1	0	3	0	-1.2	11	-1	i	-7	-5	-3
50	O=C(NNC(=O)C1CCN(c2ncccn2)CC1)c1ccccc1	-3	-3	0	-1.1	9	2	i	-8	-5	0

Copied from the list:
cpd 41 in LMPTP block has 4.4
cpd 30 in SKN-1 inh has -9

(more compounds)
cpd	smiles	NRP1-CendR mod	SUMO1 PPI mod	MT1-MMP act inh	LMPTP block	SKN-1 inh	DNMT1 block	Rpn11 inh	Scp1 inh	NadD inh	STEP inh
51	Cc1nn(-c2ccccc2)c(C)c1NC(=O)COc1ccc(C#N)cc1	2	-2	5	-2.2	3	4	i	-8	-3	-5
52	NC(=O)CSc1nnc(NC(=O)C2CC(=O)N(c3ccc(F)cc3)C2)s1 (stereo not drawn)	-15	5	-3	0.3	13	-10	i	16	4	-1
53	Cc1cccc(C=CC(=O)c2ccc(Cl)cc2)c1	2	-8	3	1.1	10	21	i	-3	-1	2
54	O=C(OCC1OC(n2cnc3c(N(C(=O)c4ccccc4)C(=O)c4ccccc4)ncnc32)C(O)C1F)c1ccccc1 (stereo not drawn)	4	4	2	3.0	13	-11	i	-6	4	-5
55	O=C(CCNC(=O)c1ccc(Cl)cc1)NCCC1=CCCCC1	5	-3	-2	0.6	7	1	i	-5	-2	0
56	COc1ccc(C(=O)NCc2n[nH]c(=S)n2-c2ccccc2)cc1OC	-4	-1	4	-1.7	8	4	i	1	-1	-1
57	CCCCOc1ccc(C(=O)N2CCNC(=O)C2CC(=O)OC(C)C)cc1 (stereo not drawn)	-7	6	0	-1.1	12	1	i	-5	3	-1
58	CCCCOCCCn1c(-c2ccco2)nc2nc3ccccc3nc21	-45	-17	-37	-0.2	12	1	i	-13	-4	-1
59	Nc1ncnc2c1ncn2[C@@H]1O[C@H](CNCc2cccc(C#Cc3ccccc3)c2)[C@@H](O)[C@H]1O	-16	-6	-6	-0.3	24	-1	i	7	2	1
60	CC(C)(C)c1ccccc1NC(=O)NC1CCN(Cc2c(F)cccc2Cl)CC1	-4	-5	5	-1.7	3	3	i	-2	-3	2
61	Oc1c(N=NC(=S)Nc2ccccc2F)c2ccccc2n1Cc1cccc(Cl)c1	8	-4	6	1.8	1	-10	i	-4	7	2

High-throughput results deposited in PubChem BioAssay by Sanford-Burnham Center for Chemical Genomics.
